# From PubChem BioAssay
# Tau ThT inhib: blocks human tau fibril formation measured by thioflavin T; P10636; 2.1% of 270,000 active; recombinant tau K18 P301L, heparin-induced fibrillization, ThT fluorescence; Potency, µM (top dose mostly 57.4 µM), for inactives: at the top dose activity, negative = inhibition, usual class: inhibitors; further: nearly all actives have a fitted effect of over 55% in size
#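 Aggregation was driven by heparin (20 uM final) acting on recombinant tau […] bearing P301L in 100 mM sodium acetate pH 7; fibrils were detected with Thioflavin T.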
# GLA spleen mod: inhibitors or activators of human alpha-galactosidase in spleen homogenate | human spleen homogenate, 4MU-alpha-Gal fluorescence, 40 min | AID 2107 | Potency, µM (doses to about 80 µM), for the others: at the highest dose activity change, negative = inhibition, usual class: inhibitors | 0.008% of 240,000 active;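 further: 0% = enzyme with vehicle and -100% = no enzyme basal signal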
#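 Human spleen homogenate (1 ug) as enzyme source, 4-methylumbelliferyl-alpha-D-galactopyranoside 1 mM final, citrate/phosphate pH 5.0 with 0.01% Tween-20. Compounds 40 min at 37C, NaOH/glycine stop; fluorescence Ex 365/Em 440, Hill-fit AC50.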
# Tau fluor counter: counter-screen for tau fibril formation inhibitors; tau K18 P301L Alexa594 fluorescence, heparin fibrillization; Potency, µM (titrated, usually from 57.7 µM), inactives show top-dose activity change, negative = decrease; 0.93% of 280,000 active; further: nearly all actives have a fitted effect of over 55% in size
#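 Human K18 P301L tau (15 uM unlabeled plus 0.24 uM Alexa 594-labeled, final) in 100 mM sodium acetate pH 7 was mixed with compound and 20 uM heparin and incubated 6 hr at 37 C.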
# Tau fibril FP: tau fibrillization inhibition (FP) | P10636 | AID 1468 | K18 P301L tau heparin fibrillization, Alexa594 FP, 6 h | Potency, µM (top dose mostly 57.7 µM), without a hit: at the highest dose activity, negative = inhibition, actives largely listed as inhibitors | 0.39% of 280,000 active; further: nearly all actives have a fitted effect of over 55% in size
#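 Heparin (20 uM) drove fibril formation of recombinant tau K18 P301L, 15 uM unlabeled with 0.24 uM Alexa 594 label, for 6 hr at 37 C in 100 mM sodium acetate pH 7. Fluorescence polarization (555/632 nm) read 1 hr after 30 uM ThT.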
# L3MBTL1 inh: L3MBTL1 (human) inhibition | Potency, µM (doses to about 57.1 µM), for the others: at the highest dose activity, negative = inhibition, hits mostly inhibitors | AID 485360 | 0.66% of 230,000 active | Q9Y468 | AlphaScreen L3MBTL1–H3K9me1 peptide binding; further: nearly all actives have a fitted effect of over 60% in size
#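 Read-out is AlphaScreen signal from streptavidin donor and nickel chelate acceptor beads (10 ug/mL final each) bridging L3MBTL1 (50 nM) and biotinylated K9-monomethylated H3(1-15) peptide (75 nM), after 30 min compound exposure at room temperature.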
# ALDH1A1 inh: blocks purified human ALDH1A1 activity; Potency, µM (titrated, usually from 75.3 µM), for inactives: at the highest dose activity, negative = inhibition, most hits filed as inhibitors; 7.3% of 220,000 active; AID 1030; Purified ALDH1A1, NADH fluorescence, propionaldehyde substrate; active means well fitted inhibition curve with a large enough effect, not every such curve was filed as active; inconclusive means small, poorly fitted or top-dose-only effect, or another doubt; inactive means no such curve, though single readings can be large or run the other way;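 further: plate controls were no enzyme wells and a reference inhibitor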
# TR SRC2 fluor cs: Texas Red fluorescence interference in TRb-SRC2 counter-screen | TRb/SRC2 Texas Red total fluorescence interference | Potency, µM (series often up to 106 µM), for inactives: at the highest dose fluorescence change, negative = quenching | 0.29% of 280,000 active | AID 1479; active means well fitted curve in either direction with a large enough effect; inconclusive means small, poorly fitted or top-dose-only effect
#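 Flags fluorescent or light-absorbing compounds by total fluorescence, S + 2P, at 555 nm excitation and 632 nm emission. Mixture: 20 nM Texas Red SRC2 peptide, 0.6 uM human TRb LBD, 1 uM T3, 5% DMSO; compound exposure 5 h at ambient temperature.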
# TRb-SRC2 inh: inhibitors of human thyroid hormone receptor beta-SRC2 interaction. TRbeta-SRC2 peptide binding, fluorescence polarization; receptor liganded with 1 µM T3. Potency, µM (top dose mostly 106 µM), for the others: top-dose activity change, negative = inhibition, most hits filed as inhibitors. 0.065% of 280,000 active. AID 1469;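 further: plate controls were bound peptide for no effect and peptide without receptor for full effect; nearly all actives have a fitted effect of over 50% in size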
#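 TRb LBD 0.6 uM + Texas Red SRC2 peptide 20 nM, 1 uM T3, Tris buffer w/ 5% DMSO; compound pinned, 5 h RT; FP read ex 555/em 632; normalized to unbound and bound controls.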
# The depositor's hits bear a star; u = inconclusive; x = not tested or not shown; & = joins results of further samples; [ ] = remark or other dose. Unless noted, the call rests on the fitted dose curve; in most records, active means well fitted curve in the direction sought with a large enough effect; inconclusive means small, poorly fitted or top-dose-only effect, or another doubt; inactive means no such curve, though single readings can be large; an effect the other way counts as inactive or inconclusive. Unless noted, on the % scale 0 is the no-effect control and ±100 the full control effect; potency means the concentration at half of the fitted maximal effect.
(1) CCCCC(=O)Nc1nnc(SCC(=O)NC2CCCC2)s1
(2) O=C(CSc1nc(=O)[nH]c2c1CCCC2)NCc1ccc(Cl)cc1
(3) Cc1cccn2c(=O)c3cc(C(=O)NCC4CCCO4)c(=N)n(CCN4CCOCC4)c3nc12 (stereo not given)
(4) Cc1ccc(CC(=O)Nc2nc3ccccc3s2)cc1
(5) CC(=O)c1c(C(C)=O)c(C)n(NC(=O)c2ccc(Cl)cc2)c1C
(6) CCSc1ncc(C#N)c(=O)[nH]1
(7) COc1cc2cc(CN(Cc3nnnn3Cc3ccccc3)CC3CCCO3)c(=O)[nH]c2cc1OC (stereo not given)
(8) Cc1ccc2c(c1)C1CN(C)CCC1N2C(=O)c1ccc(Cl)c(S(=O)(=O)N2CCOCC2)c1 (stereo not given)
assay / entry	1	2	3	4	5	6	7	8
TR SRC2 fluor cs	-1%	-1%	-3%	-2%	-4%	-1%	-6%	0%
TRb-SRC2 inh	-2%	-2%	-2%	2%	-1%	-1%	-1%	1%
GLA spleen mod	1%	x	10%	-5%	8%	0%	u	-1%
ALDH1A1 inh	14%	x	u	u	10%	10%	u	2%
L3MBTL1 inh	2%	x	x	2%	x	-2%	14%	-11%
Tau fluor counter	-5%	1%	-5%	u	-6%	7%	-5%	4%
Tau fibril FP	-3%	-2%	0%	u	-2%	7%	-7%	6%
Tau ThT inhib	0%	-4%	-6%	-5%	3%	7%	-5%	-3%

(9) Cc1ccc(C(=O)N/C(=C/c2ccco2)C(=O)NCCc2c[nH]c3ccccc23)cc1
(10) CC(C)(C)C(=O)Nc1ccc(-c2nc3ccc(NC(=O)C(C)(C)C)cc3[nH]2)cc1
(11) COc1ccccc1C(=O)Nc1cc(Cl)ccc1O
(12) CC(C)(C)C(=O)/C=c1\s/c(=C\c2ccc(-c3ccc([N+](=O)[O-])cc3)o2)c(=O)n1CC(=O)NC(N)=O
(13) CCn1c(SCC(=O)c2c[nH]c3ccccc23)nnc1-c1cccs1
(14) CC(C)(C)C(=O)Nc1c(Cl)cccc1OC(F)(F)F
(15) CCOC(=O)/C(C#N)=C1/C=CNC(=O)N1
(16) O=C(NNc1cccc(Cl)n1)Nc1cccc(Cl)c1
assay / entry	9	10	11	12	13	14	15	16
TR SRC2 fluor cs	-6%	5%	-2%	1%	2%	-2%	-4%	-2%
TRb-SRC2 inh	5%	-10%	-14%	-7%	2%	-4%	-23%	-3%
GLA spleen mod	-10%	x	-8%	6%	6%	-28%	9%	5%
ALDH1A1 inh	-4%	x	1%	u	u	3%	u	u
L3MBTL1 inh	-8%	x	-3%	-23%	7%	9%	1%	x
Tau fluor counter	-10%	-27%	-7%	u	-12%	-8%	8%	-7%
Tau fibril FP	8%	5%	6%	3%	-10%	1%	0%	-1%
Tau ThT inhib	-7%	u	-9%	u	-4%	-4%	4%	-1%

(17) O=c1[nH]n(-c2ccc([N+](=O)[O-])cc2)c(=O)c2ccccc12
(18) Cc1cc(C(=O)O/N=C(\N)c2ccc(C(C)(C)C)cc2)no1
(19) Cc1ccc(-n2nc(C)c(C(=O)NCCCN3CCN(c4ccc(F)cc4)CC3)c2-n2cccc2)cc1
(20) CC(C)CNC(=O)CC(=O)N/N=C/c1ccc(F)cc1
(21) Cc1ccccc1NC(=O)c1ccc(NC(=O)c2ccco2)cc1
(22) COc1cccc(C2CC(=O)Nc3cc4c(cc32)CCC4)c1 (stereo not given)
(23) O=C(CSc1nnc(-c2ccc(C(F)(F)F)cn2)o1)Nc1cccc(Cl)c1
(24) Cn1c2c(c(=O)n(C)c1=O)C1c3cc(Cl)ccc3OCC1CO2 (stereo not given)
assay / entry	17	18	19	20	21	22	23	24
TR SRC2 fluor cs	0%	-4%	-2%	-4%	-1%	0%	-5%	-6%
TRb-SRC2 inh	0%	-8%	4%	1%	-21%	11%	-8%	1%
GLA spleen mod	-5%	4%	x	-3%	13%	-5%	-2%	6%
ALDH1A1 inh	0%	-2%	x	2%	4%	-4%	x	0%
L3MBTL1 inh	-27%	18%	x	1%	-1%	-19%	-11%	x
Tau fluor counter	-3%	-2%	-19%	-9%	-4%	7%	0%	-3%
Tau fibril FP	-5%	-14%	0%	1%	2%	3%	-5%	2%
Tau ThT inhib	-18%	0%	u	-5%	-14%	8%	1%	1%

(25) Cc1[nH]c2ccccc2c1Cc1nnc(SCc2ccccc2)o1
(26) CN1C(=O)c2ccccc2C(C(=O)NCc2ccco2)C1c1c[nH]c2ccccc12 (stereo not given)
(27) CCCN(CCC)S(=O)(=O)c1ccc2c(c1)N(CC(=O)NCc1ccc(F)cc1Cl)C(=O)CS2
(28) Cc1cccc(C(=O)Nc2oc(-c3ccccc3)cc2C#N)c1
(29) O=C(NCc1ccco1)C(c1cccnc1)N(C(=O)Cn1nnc2ccccc21)c1ccccc1 (stereo not given)
(30) COc1ccccc1CC(=O)Nc1cccc(C(=O)NN2C(=O)c3ccccc3C2=O)c1
(31) O=C(O)CCCNC(=O)CCn1nnc2ccccc2c1=O
(32) COc1cc(-c2cc(N)n(S(=O)(=O)c3ccccc3)n2)cc(OC)c1OC
assay / entry	25	26	27	28	29	30	31	32
TR SRC2 fluor cs	-2%	-2%	-3%	-4%	0%	-1%	3%	-6%
TRb-SRC2 inh	5%	-8%	7%	1%	-19%	5%	1%	-1%
GLA spleen mod	-21%	5%	x	-5%	0%	-2%	-12%	-5%
ALDH1A1 inh	-2%	9%	x	2%	-1%	u	x	5%
L3MBTL1 inh	x	x	x	-7%	-6%	-6%	4%	x
Tau fluor counter	18µM*[quencher]	-7%	u	-10%	5%	-7%	-2%	u
Tau fibril FP	u	6%	-9%	-5%	2%	-1%	0%	6%
Tau ThT inhib	u	-6%	-4%	-3%	2%	3%	-3%	-9%

# Quoted at random: 2 records from the list.
(30) COc1ccccc1CC(=O)Nc1cccc(C(=O)NN2C(=O)c3ccccc3C2=O)c1
(25) Cc1[nH]c2ccccc2c1Cc1nnc(SCc2ccccc2)o1
assay / entry	30	25
TR SRC2 fluor cs	-1%	-2%
TRb-SRC2 inh	5%	5%
GLA spleen mod	-2%	-21%
ALDH1A1 inh	u	-2%
L3MBTL1 inh	-6%	x
Tau fluor counter	-7%	18µM*[quencher]
Tau fibril FP	-1%	u
Tau ThT inhib	3%	u

# (next part)
(33) Cc1cccc(N2CCN(C(=O)Cn3c(=O)c4cccn4c4ccc(F)cc43)CC2C)c1 (stereo not given)
(34) O=C(O)CCN1CCc2ccccc21
(35) CCc1ccc2oc(=O)cc(CN3CCCCC3C)c2c1 (stereo not given)
(36) CCCNC(=O)COc1ncnc2sccc12
(37) CCOc1ccccc1C(=O)NC(C(=O)Nc1cccc(S(N)(=O)=O)c1)C(C)C (stereo not given)
(38) COc1ccc(Br)c(C(=O)Nc2cc3c(cc2N2CCOCC2)n(C)c(=O)n3C)c1
(39) COc1cccc(C2=NOC(C(=O)NCc3cccs3)C2)c1 (stereo not given)
(40) CCCCNc1c(N)n(CCC)c(=O)[nH]c1=O
assay / entry	33	34	35	36	37	38	39	40
TR SRC2 fluor cs	9%	2%	1%	1%	-3%	-1%	1%	1%
TRb-SRC2 inh	-1%	-6%	14%	-8%	-6%	2%	-3%	-10%
GLA spleen mod	x	-7%	-3%	6%	1%	x	10%	6%
ALDH1A1 inh	x	-8%	u	-3%	8%	x	-2%	-7%
L3MBTL1 inh	x	u	29%	7%	x	x	-5%	-2%
Tau fluor counter	-14%	-22%	-12%	4%	-16%	-27%	-9%	2%
Tau fibril FP	-12%	-10%	1%	10%	-3%	-4%	-1%	-2%
Tau ThT inhib	-13%	u	-11%	0%	-12%	-17%	-14%	-11%

# One compound at a time, from the list above. Order of values: TR SRC2 fluor cs, TRb-SRC2 inh, GLA spleen mod, ALDH1A1 inh, L3MBTL1 inh, Tau fluor counter, Tau fibril FP, Tau ThT inhib
# COc1cccc(C2=NOC(C(=O)NCc3cccs3)C2)c1 (stereo not given) as listed: 1%, -3%, 10%, -2%, -5%, -9%, -1%, -14%
# CCCCNc1c(N)n(CCC)c(=O)[nH]c1=O as listed: 1%, -10%, 6%, -7%, -2%, 2%, -2%, -11%
# COc1ccc(Br)c(C(=O)Nc2cc3c(cc2N2CCOCC2)n(C)c(=O)n3C)c1 as listed: -1%, 2%, x, x, x, -27%, -4%, -17%
# O=C(O)CCN1CCc2ccccc21 as listed: 2%, -6%, -7%, -8%, u, -22%, -10%, u
# CCc1ccc2oc(=O)cc(CN3CCCCC3C)c2c1 (stereo not given) as listed: 1%, 14%, -3%, u, 29%, -12%, 1%, -11%

# Carrying on:
(41) Cc1ccc(Cl)cc1N1CCN(C(=O)c2cnc(N3CCOCC3)c3ccccc23)CC1
(42) COc1ccc(Cl)cc1NC(=O)C(=O)NCc1ccncc1
(43) CN1C[C@@H]2C(c3ccccc3)C3(c4ccc(C#N)cc4)CC2(C3)[C@H]1c1ccccc1 (stereo not given in full)
(44) COc1cc(CNCCO)cc(Cl)c1OCc1ccccc1Cl
(45) CCC1(CC)Cc2ccccc2-c2nc(-c3ccccc3)oc(=O)c21
(46) O=c1cc(-c2cc(O)c(O)c(O)c2)oc2cc(O)cc(O)c12
(47) O=C(O)CCC(=O)N1CCc2cc(S(=O)(=O)NC3CCCC3)ccc21
(48) C[C@H]1O[C@@H](O[C@H]2[C@@H](O)C[C@H](O[C@H]3[C@@H](O)C[C@H](O[C@H]4CC[C@@]5(C)[C@H](CC[C@@H]6[C@@H]5C[C@@H](O)[C@]5(C)[C@@H](C7=CC(=O)OC7)CC[C@]65O)C4)O[C@@H]3C)O[C@@H]2C)C[C@H](O)[C@@H]1O
(49) COc1cccc2sc(N(Cc3cccnc3)C(=O)c3ccc(S(=O)(=O)N(C)C)cc3)nc12
assay / entry	41	42	43	44	45	46	47	48	49
TR SRC2 fluor cs	71µM*[quencher]	1%	-3%&0%	-1%	-4%	-20%	0%	-1%	1%
TRb-SRC2 inh	-15%	4%	0%&4%	0%	-4%	6%	-15%	-7%	-8%
GLA spleen mod	x	3%	4%&5%	6%	11%	6%	6%	u	x
ALDH1A1 inh	x	-4%	-7%	3%	u	u	8%	-1%&9%&2%	x
L3MBTL1 inh	x	x	x	-2%	x	x	5%	7%	x
Tau fluor counter	-8%	-4%	-8%&-6%	-18%	-6%	16µM*[quencher]	-7%	-8%&-6%	-13%
Tau fibril FP	4%	2%	-5%&-4%	7%	8%	5%	2%	1%&7%	1%
Tau ThT inhib	-15%	-4%	-3%&-7%	-7%	5%	7.9µM*	-6%	-14%&-16%	-12%
